ATXN2 expr inh: Primary qHTS for Inhibitors of ATXN expression | hit rate 0.72% among 360,000 | AID 1745845, 2022 | Potency, µM (top dose mostly 57 µM), for the others: at the top dose activity change, negative = inhibition, hits mostly inhibitors | HEK-293 ATXN2-luciferase reporter, luminescence, 24 h; also: potency is read from the fitted curve at half-maximal effect; % is scaled to controls: 0 for no effect and ±100 for the full control effect; nearly all actives have a fitted effect of over 55% in size
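qHTS (up to 57 uM final) was run with 24 h compound exposure of reporter cells at 37 °C. Each well was multiplexed: SteadyGlo luminescence measured ATXN2-luciferase expression after a fluorogenic Gly-Phe-AFC viability readout (25 uM final).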
Nrf2 activator: qHTS of Nrf2 Activators; AREc32 ARE-luciferase reporter (MCF7-derived line), luminescence, 24 h; Potency, µM (doses to about 46.1 µM), for the others: at the highest dose activation, actives largely listed as activators; hit rate 0.31% among 410,000; AID 624171, 2012; also: potency is read from the fitted curve at half-maximal effect; % of control where 0% means no effect; nearly all actives have a fitted effect of over 65% in size
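Luminescent ARE reporter assay in AREc32_Fluc cells: overnight plating at 37 deg C, 24 hr compound incubation, Steady-Glo added, 30 min RT before reading.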
ATXN viability: Viability Counterscreen for Primary qHTS for Inhibitors of ATXN expression; Potency, µM (titrated, usually from 56.7 µM), actives largely listed as cytotoxic; S2 cells (HEK-293 line with an ATXN2-luciferase reporter) viability, CellTiter-Fluor protease fluorescence, 24 h; hit rate 0.49% among 400,000; also: potency is read from the fitted curve at half-maximal effect; nearly all actives have a fitted effect of over 40% in size
HepG2 viability: qHTS for Inhibitors of TGF-b: Cytotox Counterscreen | HepG2 CAGA-GFP viability, ATP luminescence, 18 h | hit rate 0.76% among 410,000 | Potency, µM (doses to about 46.1 µM), without a hit: at the top dose activity change, negative = cytotoxicity, usual class: cytotoxic; also: potency is read from the fitted curve at half-maximal effect; some results filed as inactive show a strong effect at the top dose
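HepG2 CAGA-GFP cells (1000/well, DMEM with 1% FBS) received compound, then TGF-beta at 500 pg/mL final, and were incubated 18 hours at 37 degrees C. Viability was read by CellTiter-Glo luminescence. Media-only wells were set as complete cell-killing and DMSO as no toxicity.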
A549 tox: Nrf2 qHTS screen for inhibitors: counterscreen for cytotoxicity; A549 ARE-Fluc cells, CellTiter-Fluor viability, 18-24 h; Potency, µM (series often up to 46 µM), inactives show at the highest dose activity change, negative = cytotoxicity, most hits filed as inhibitors; hit rate 0.16% among 390,000; also: potency is read from the fitted curve at half-maximal effect; % is scaled to controls: 0 for no effect and ±100 for the full control effect
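Cytotoxicity counterscreen: CellTiter-Fluor fluorescence was measured in A549 ARE_Fluc cells after 18-24 h of compound exposure in a concentration series. The subsequent BugLite luminescent read reports ARE-luciferase activity.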
IL2 activator: qHTS of IL-2 Activators. IL-2 activation reporter assay, cell-based qHTS; stimulated with anti-CD3/CD4/CD28 beads; in transgenic mouse T cells. hit rate 0.065% among 360,000. activation, % (series mostly up to about 46 µM). AID 652025, 2013; in the data active = activation above about 50%; inconclusive = mostly about 30% to 49%; also: 0% is about no effect
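Quantitative HTS in unstimulated transgenic mouse T cells, with memory T cells as non-tolerant control and PMA/ionomycin as tolerance-bypass control. Compound pretreatment lasted 60 minutes before 18 h bead stimulation; EGFP/DsRed fluorescence read.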
TGFb SMAD3 inh: qHTS for Inhibitors of TGF-b; HepG2 CAGA-GFP TGF-b/SMAD3 reporter, GFP fluorescence, 18 h; TGF-beta stimulated, 500 pg/mL final; Potency, µM (highest dose often 46.1 µM), inactives show top-dose activity, negative = inhibition, usual class: inhibitors; hit rate 1.2% among 410,000; AID 588855, 2011; also: potency is read from the fitted curve at half-maximal effect; % is scaled to controls: 0 for no effect and ±100 for the full control effect; nearly all actives have a fitted effect of over 65% in size
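Cell-based qHTS in HEPG2 carrying a CAGA-GFP Smad reporter; compounds added before 500 pg/mL final TGF-beta, 18 h incubation at 37 degrees C, GFP fluorescence quantified per cell by imaging cytometry.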
Nrf2 block: Nrf2 qHTS screen for inhibitors. A549 ARE-Fluc reporter, luciferase luminescence, 18-24 h. Potency, µM (titrated, usually from 46 µM), for inactives: at the highest dose activity change, negative = inhibition, actives largely listed as inhibitors. hit rate 2.1% among 360,000. AID 504444, 2011; also: potency is read from the fitted curve at half-maximal effect; % is scaled to controls: 0 for no effect and ±100 for the full control effect; nearly all actives have a fitted effect of over 60% in size
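Concentration-response testing used A549 ARE_Fluc cells at 5000 cells/well. Following an 18-24 h compound incubation, viability was read by fluorescence (Ex 405/Em 525) and luciferase output by luminescence.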
EPAC2 agonist: qHTS for Agonist of cAMP-regulated guanine nucleotide exchange factor 4 (EPAC2): primary screen; Rap guanine nucleotide exchange factor 4 (Homo sapiens), Q8WZA2; hit rate 0.079% among 360,000; Potency, µM (doses to about 154 µM), inactives show at the top dose activation, hits mostly activators; EPAC2 activation, biochemical qHTS; response scale: 100% = 6.5 mM cAMP response; also: potency is read from the fitted curve at half-maximal effect; nearly all actives have a fitted effect of over 50% in size
Target sequence (Q8WZA2 whole entry, looked up): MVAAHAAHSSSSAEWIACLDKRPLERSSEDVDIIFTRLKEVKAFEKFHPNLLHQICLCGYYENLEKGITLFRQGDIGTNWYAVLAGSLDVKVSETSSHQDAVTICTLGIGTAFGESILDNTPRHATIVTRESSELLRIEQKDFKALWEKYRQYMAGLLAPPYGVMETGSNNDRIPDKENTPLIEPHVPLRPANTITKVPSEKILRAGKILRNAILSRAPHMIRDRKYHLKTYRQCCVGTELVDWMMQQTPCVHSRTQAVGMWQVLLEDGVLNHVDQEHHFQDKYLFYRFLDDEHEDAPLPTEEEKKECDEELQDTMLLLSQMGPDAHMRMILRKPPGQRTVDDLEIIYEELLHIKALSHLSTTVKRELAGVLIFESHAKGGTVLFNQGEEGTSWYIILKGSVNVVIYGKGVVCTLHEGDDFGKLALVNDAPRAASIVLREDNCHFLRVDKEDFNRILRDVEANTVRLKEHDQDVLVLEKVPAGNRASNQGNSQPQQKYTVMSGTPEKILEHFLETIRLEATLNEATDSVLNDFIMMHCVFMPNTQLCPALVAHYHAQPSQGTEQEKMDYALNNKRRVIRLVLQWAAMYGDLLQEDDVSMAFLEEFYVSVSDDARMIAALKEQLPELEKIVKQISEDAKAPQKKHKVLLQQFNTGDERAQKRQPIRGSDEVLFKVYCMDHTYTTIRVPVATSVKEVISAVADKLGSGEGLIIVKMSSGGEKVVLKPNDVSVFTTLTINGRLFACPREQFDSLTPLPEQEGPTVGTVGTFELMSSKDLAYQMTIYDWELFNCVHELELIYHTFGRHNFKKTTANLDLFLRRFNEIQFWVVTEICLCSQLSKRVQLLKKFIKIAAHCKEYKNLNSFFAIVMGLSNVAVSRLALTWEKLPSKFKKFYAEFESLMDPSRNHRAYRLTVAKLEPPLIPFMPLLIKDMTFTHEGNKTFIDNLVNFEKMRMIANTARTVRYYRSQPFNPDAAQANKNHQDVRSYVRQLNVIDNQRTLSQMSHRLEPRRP
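Exchange assay: 100 nM EPAC2 with 250 nM Rap1B-BODIPY-GDP and 50 uM GDP. Fluorescence (ex 480/em 540 nm) read every 5 min for 30 min at room temperature. Data normalized to 6.5 mM cAMP as agonist control.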
* = called active by the depositor. Unless noted, calls follow the shape of the dose curve; as a rule, active = well fitted curve in the direction sought with a large enough effect; inconclusive = small, poorly fitted or top-dose-only effect, or another doubt; inactive = no such curve, though single readings can be large; an effect the other way counts as inactive or inconclusive. Outcome played no part in choosing rows; 4.3% or so of the library scored in one or more.

What do the screens show for `CCS(=O)c1ccccc1C(=O)OCC(=O)N1CCC(c2ccccc2)=N1` (configuration not stated)?
ATXN2 expr inh: 2.4%; Nrf2 activator: -0.3%; ATXN viability: inactive; HepG2 viability: -35.4%; A549 tox: 1.5%; IL2 activator: -0.1; TGFb SMAD3 inh: -25.5%; Nrf2 block: -5.9%; EPAC2 agonist: 3.5%

What do the screens show for `Cc1nc2ccc(Oc3ccccc3)cc2s1`?
ATXN2 expr inh: 1.9%; Nrf2 activator: 1.2%; ATXN viability: inactive; HepG2 viability: -61.4%; A549 tox: -8.2%; IL2 activator: -0.4; TGFb SMAD3 inh: inconclusive; Nrf2 block: -2.3%; EPAC2 agonist: 10.5%

Results for CC(=O)Oc1ccc(C(=O)Cc2ccccn2)c(O)c1 ?
ATXN2 expr inh: -14.5%; Nrf2 activator: -0.4%; ATXN viability: inactive; HepG2 viability: -23.5%; A549 tox: 1.8%; IL2 activator: -3.0; TGFb SMAD3 inh: 0.9%; Nrf2 block: -14.0%; EPAC2 agonist: 13.4%

What do the screens show for `Cn1cnnc1SCC(=O)Nc1ccc(Cl)cn1`?
ATXN2 expr inh: -6.7%; Nrf2 activator: -0.5%; ATXN viability: inactive; HepG2 viability: -15.1%; A549 tox: -0.6%; IL2 activator: 0.7; TGFb SMAD3 inh: -14.3%; Nrf2 block: 6.6%; EPAC2 agonist: 7.9%

What do the screens show for `Cc1nc(-c2cccc(NC(=O)c3ccco3)c2)cs1`?
ATXN2 expr inh: 9.3%; Nrf2 activator: inconclusive; ATXN viability: inactive; HepG2 viability: -0.5%; A549 tox: 0.7%; IL2 activator: -2.2; TGFb SMAD3 inh: -9.4%; Nrf2 block: 10.1%; EPAC2 agonist: -5.2%

Results for COc1ccc(O)c(C(=O)c2cnn(C(=O)c3cccc(S(=O)(=O)N4CCOCC4)c3)c2)c1 ?
ATXN2 expr inh: 2.2%; Nrf2 activator: -0.6%; ATXN viability: inactive; HepG2 viability: -1.3%; A549 tox: -6.7%; IL2 activator: -0.6; TGFb SMAD3 inh: inconclusive; Nrf2 block: 4.3%; EPAC2 agonist: 8.8%

Results for Cc1cc(Cl)ccc1-n1c(-c2cccnc2)n[nH]c1=S ?
ATXN2 expr inh: -20.1%; Nrf2 activator: 0.3%; ATXN viability: inactive; HepG2 viability: -12.0%; A549 tox: 10.0%; IL2 activator: -0.1; TGFb SMAD3 inh: -18.5%; Nrf2 block: 11.3%; EPAC2 agonist: 1.9%

How did CCn1c(SCC(=O)Nc2cccc(C)c2)nc2c(c1=O)SC(C)C2 (configuration not stated) do in these assays?
ATXN2 expr inh: -12.6%; Nrf2 activator: -0.3%; ATXN viability: inactive; HepG2 viability: -28.5%; A549 tox: -2.2%; IL2 activator: -0.6; TGFb SMAD3 inh: -9.6%; Nrf2 block: -28.4%; EPAC2 agonist: 17.5%

What do the screens show for `CCN(CC)S(=O)(=O)c1ccc2c3c(cccc13)C(=O)S2`?
ATXN2 expr inh: -23.8%; Nrf2 activator: 0.3%; ATXN viability: inactive; HepG2 viability: -47.5%; A549 tox: -2.6%; IL2 activator: -3.7; TGFb SMAD3 inh: -15.7%; Nrf2 block: -22.3%; EPAC2 agonist: 19.2%

How did COc1ccccc1CNC(=O)COC(=O)c1cc([N+](=O)[O-])ccc1N1CCOCC1 do in these assays?
ATXN2 expr inh: -1.8%; Nrf2 activator: -0.4%; ATXN viability: inactive; HepG2 viability: -19.9%; A549 tox: -13.3%; IL2 activator: -2.4; TGFb SMAD3 inh: -4.2%; Nrf2 block: 0.4%; EPAC2 agonist: 2.4%

What do the screens show for `O=C(NCCc1ccccc1)/C(=C\c1ccccc1)NC(=O)c1ccco1`?
ATXN2 expr inh: -2.8%; Nrf2 activator: 0.2%; ATXN viability: inconclusive; HepG2 viability: -33.2%; A549 tox: 4.1%; IL2 activator: -1.4; TGFb SMAD3 inh: -0.6%; Nrf2 block: 13.3%; EPAC2 agonist: 2.5%

How did COc1ccccc1CNC(=O)NCc1noc2ccc(C)cc12 do in these assays?
ATXN2 expr inh: -5.4%; Nrf2 activator: -0.8%; ATXN viability: inactive; HepG2 viability: -5.3%; A549 tox: 3.5%; TGFb SMAD3 inh: 1.2%; Nrf2 block: -8.0%

How did Cc1ccc(NC(=O)C2CCN(c3nnc(C)c4c(C)n(-c5ccccc5)nc34)CC2)cc1Cl do in these assays?
ATXN2 expr inh: 2.3%; Nrf2 activator: 0.0%; ATXN viability: inactive; HepG2 viability: 7.5%; A549 tox: -6.4%; TGFb SMAD3 inh: inconclusive; Nrf2 block: inconclusive

How did O=C(COC(=O)/C=C/c1ccc(OC(F)F)cc1)Nc1ccc(S(=O)(=O)N2CCCC2)cc1 do in these assays?
ATXN2 expr inh: 8.0%; Nrf2 activator: 0.3%; ATXN viability: inactive; HepG2 viability: 0.6%; A549 tox: 0.7%; IL2 activator: 2.2; TGFb SMAD3 inh: -6.7%; Nrf2 block: 12.7%; EPAC2 agonist: -4.1%

Results for Cc1cc(NC(=O)COC(=O)C2=COCCO2)c([N+](=O)[O-])cc1C ?
ATXN2 expr inh: -12.3%; Nrf2 activator: 4.4%; ATXN viability: inactive; HepG2 viability: 10.9%; A549 tox: 2.5%; IL2 activator: -2.2; TGFb SMAD3 inh: 14.8%; Nrf2 block: -17.9%; EPAC2 agonist: -6.5%

How did COCC(=O)Nc1nnc(Cc2ccc(OC)c(OC)c2)s1 do in these assays?
ATXN2 expr inh: -0.8%; Nrf2 activator: -0.1%; ATXN viability: inactive; HepG2 viability: 2.1%; A549 tox: -12.9%; IL2 activator: -3.5; TGFb SMAD3 inh: 19.1%; Nrf2 block: -3.2%; EPAC2 agonist: -7.1%

Results for COc1ccc(N(CC(=O)NC(C)c2ccccc2)S(=O)(=O)c2ccc(C)cc2)cc1 (configuration not stated) ?
ATXN2 expr inh: 0.5%; Nrf2 activator: -0.6%; ATXN viability: inactive; HepG2 viability: 10.4%; A549 tox: 4.2%; IL2 activator: -2.5; TGFb SMAD3 inh: -3.2%; Nrf2 block: -1.1%; EPAC2 agonist: -2.6%

What do the screens show for `CC(OC(=O)c1cccs1)C(=O)NCc1ccc2c(c1)OCO2` (configuration not stated)?
ATXN2 expr inh: -0.6%; Nrf2 activator: -0.9%; ATXN viability: inactive; HepG2 viability: 2.5%; A549 tox: -0.2%; IL2 activator: -4.1; TGFb SMAD3 inh: 4.0%; Nrf2 block: -4.4%; EPAC2 agonist: -3.5%

What do the screens show for `O=C(CCN1C(=O)C2C3C=CC(C3)C2C1=O)Nc1c(F)cc(F)cc1Br` (configuration not stated)?
ATXN2 expr inh: 25.2%; Nrf2 activator: 0.1%; ATXN viability: inactive; HepG2 viability: 22.5%; A549 tox: -8.1%; IL2 activator: -0.3; TGFb SMAD3 inh: 27.1%; EPAC2 agonist: 0.7%

Results for Cc1ccc(-c2noc(CN(C3CCCCC3)S(=O)(=O)c3ccc(F)cc3)n2)cc1 ?
Nrf2 activator: 3.3%; HepG2 viability: -15.6%; A549 tox: 11.2%; TGFb SMAD3 inh: -18.6%; Nrf2 block: -18.3%

What do the screens show for `CCNC(=O)c1cccc(NC(=O)CN2C(=O)NC3(CCCCC3)C2=O)c1`?
ATXN2 expr inh: 0.5%; Nrf2 activator: -0.1%; ATXN viability: inactive; HepG2 viability: -13.2%; A549 tox: 2.7%; IL2 activator: -4.0; TGFb SMAD3 inh: 0.4%; Nrf2 block: 11.8%; EPAC2 agonist: -5.0%

What do the screens show for `CCCOc1ccc(CN2CCOCC2)cc1OC`?
ATXN2 expr inh: -11.4%; Nrf2 activator: -0.6%; ATXN viability: inactive; HepG2 viability: -10.5%; A549 tox: 12.0%; IL2 activator: 0.3; TGFb SMAD3 inh: -13.7%; Nrf2 block: -13.2%; EPAC2 agonist: 8.0%

Results for O=C(NC(CSC(=O)c1ccccc1)C(=O)O)OCc1ccccc1 (configuration not stated) ?
ATXN2 expr inh: -23.1%; Nrf2 activator: 0.0%; ATXN viability: inactive; HepG2 viability: 2.2%; A549 tox: 8.3%; IL2 activator: 0.4; TGFb SMAD3 inh: inconclusive; Nrf2 block: -7.2%; EPAC2 agonist: 0.1%

How did CC(C)S(=O)(=O)C1=NSC2=NC(=O)/C(=C\c3ccc(-c4cccc(C(=O)O)c4)o3)C(=N)N21 do in these assays?
Nrf2 activator: -0.3%; ATXN viability: inactive; HepG2 viability: -34.3%; A549 tox: inconclusive; IL2 activator: 1.3; TGFb SMAD3 inh: 3.7%; Nrf2 block: 3.2%; EPAC2 agonist: 10.1%

Results for C=CCn1c(SCC(=O)N(CCO)CCO)nc2sc3c(c2c1=O)CCC3 ?
ATXN2 expr inh: 1.6%; Nrf2 activator: -0.7%; ATXN viability: inactive; HepG2 viability: -35.2%; A549 tox: -15.6%; IL2 activator: -0.3; TGFb SMAD3 inh: -1.0%; Nrf2 block: inconclusive; EPAC2 agonist: -7.4%

Screening data: PubChem BioAssay, National Center for Advancing Translational Sciences (NCATS)
